Bioassay records deposited in PubChem by several laboratories.
SRC1 inh: inhibits human SRC1 coactivator; inhibition, % at 3.6 µM; Q15788; hit rate 0.12% among 360,000; HEK293 GAL4-SRC1 luciferase reporter, luminescence;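 active = inhibition above the campaign mean plus 3 SD, with each screening campaign given its own cutoff, cut at about 60% in these data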;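 note: 0% = DMSO treated cells and 100% = gossypol at 36 µM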
LRH-1 inv ag: NR5A2 inverse agonism in reporter assay. O00482. HEK293T StAR-luciferase reporter, LRH-1 transfected, 24 h. inhibition, % at 3.6 µM. hit rate 0.13% among 360,000;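 active = inhibition above the mean inhibition of all tested compounds plus 3 SD, cut at about 73% in these data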;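 note: 0% = DMSO wells and 100% = reporter-only cells lacking LRH-1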
NCOA2 inhibitor: human SRC2 (NCOA2) inhibition | Q15596 | hit rate 0.17% among 370,000 | inhibition, % at 9 µM | HEK293 GAL4-SRC2 luciferase reporter, luminescence;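 active = inhibition above the mean inhibition of all tested compounds plus 3 SD, set per campaign, cut at about 52% in these data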;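 note: 0% = DMSO treated cells and 100% = cells given Gossypol at 36 µM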
COUP-TFII inh: blocks human COUP-TFII nuclear receptor. P24468. hit rate 0.7% among 370,000. inhibition, % at 8.6 µM. HEK293T NGFI-A luciferase reporter, luminescence;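 active = inhibition above a per-plate cutoff, mean inhibition of test wells between control levels plus 3 SD, cut at about 38% in these data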;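 note: cells cotransfected with COUP-TFII expression vector driving the NGFI-A reporter; 0% = median of COUP-TF2 test wells and 100% = reporter-only cells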
NOD2-RIPK2 inh: NOD2-RIPK2 protein interaction inhibition. O43353. CHO BLA complementation NOD2-RIPK2, CCF4 ratio. inhibition, % at 4.98 µM. hit rate 0.38% among 360,000; in the data active = inhibition above about 21%;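 note: 0% = vehicle only and 100% = reference blocker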
Target sequence (O43353 whole entry, looked up): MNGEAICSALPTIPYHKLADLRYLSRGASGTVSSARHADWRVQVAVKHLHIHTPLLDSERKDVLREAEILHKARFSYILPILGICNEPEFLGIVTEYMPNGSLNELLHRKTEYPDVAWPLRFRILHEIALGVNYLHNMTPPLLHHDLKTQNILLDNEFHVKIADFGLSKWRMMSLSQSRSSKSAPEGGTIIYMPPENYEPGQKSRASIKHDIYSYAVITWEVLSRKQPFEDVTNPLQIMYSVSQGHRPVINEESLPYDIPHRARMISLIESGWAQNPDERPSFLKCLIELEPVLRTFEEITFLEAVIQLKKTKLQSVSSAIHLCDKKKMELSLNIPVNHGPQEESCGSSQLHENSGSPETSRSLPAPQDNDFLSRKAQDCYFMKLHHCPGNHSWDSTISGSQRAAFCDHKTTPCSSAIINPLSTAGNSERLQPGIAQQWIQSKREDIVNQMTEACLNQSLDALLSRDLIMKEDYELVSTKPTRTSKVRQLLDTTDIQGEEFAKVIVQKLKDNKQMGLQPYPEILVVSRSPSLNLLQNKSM
TLR9-MyD88 inh: TLR9-MyD88 interaction inhibition; Q9NR96+Q99836; CHO BLA complementation TLR9-MyD88, CCF4 FRET ratio; inhibition, % at 4.98 µM; hit rate 0.21% among 340,000; AID 504734;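 active = inhibition above the mean over all tested compounds plus 3 SD, cut at about 21% in these data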;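 note: 0% = DMSO only wells and 100% = clavulanate BLA inhibitor control wells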
Exocytosis inh: lytic granule exocytosis inhibition; TALL-104 LAMP-1 surface exposure, flow cytometry; cells stimulated with thapsigargin and PMA; inhibition, % at 10 µM; hit rate 0.66% among 360,000; AID 651702;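 active = inhibition above about 55%, limit read from the data; inconclusive = no clear call, values can overlap the other calls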
NCOA3 inh: inhibits human SRC3 coactivator. Q9Y6Q9. HEK293 GAL4-SRC3 luciferase reporter, luminescence. inhibition, % at 3.6 µM. hit rate 0.17% among 360,000;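 active = inhibition above a per-campaign cutoff, the mean of all compounds plus 3 SD, cut at about 60% in these data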;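 note: 0% = DMSO-treated cells and 100% = gossypol-treated cells at 36 µM; higher means less SRC3-driven luciferase light from the GAL4 reporter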
TWEAK-Fn14 inh: TWEAK-Fn14 signaling inhibition. TWEAK-stimulated Fn14 reporter cells, luciferase luminescence, 8 h. inhibition, % at 10 µM. hit rate 2% among 360,000; in the data active = inhibition above about 50%
TROY NFkB inh: inhibitors of TROY-dependent NF-kB signaling; hit rate 0.98% among 360,000; Q293 LMP1-TROYcd NF-kB luciferase reporter, 4 h; inhibition, % at 10 µM;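 active = compounds whose plate-normalised and pattern-corrected inhibition of the luciferase reporter signal at the single screening dose is 50% or more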
ABHD5 PLIN5 PPI: blocks binding of human ABHD5 to perilipin-5; AID 602281; inhibition, % at 4 µM; Q00G26+Q8WTS1; Split G. princeps luciferase complementation, luminescence, 4 h; hit rate 0.78% among 360,000;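 active = inhibition above the mean inhibition across every tested compound plus 3 SD, cut at about 22% in these data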;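 note: 0% = DMSO only wells and the 100% control is not disclosed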
Starred values were filed as active, the others as inactive; u = inconclusive; x = no result given.

mol,SRC1 inh,LRH-1 inv ag,NCOA2 inhibitor,COUP-TFII inh,NOD2-RIPK2 inh,TLR9-MyD88 inh,Exocytosis inh,NCOA3 inh,TWEAK-Fn14 inh,TROY NFkB inh,ABHD5 PLIN5 PPI
COCCn1c(=O)[nH]c2cc(C(=O)NCCc3ccc(S(N)(=O)=O)cc3)ccc2c1=O,-12,-9,-25,5,0,5,-4,8,7,-18,8
O=C(COC(=O)c1cccs1)NCCCc1ccccc1,-13,-9,6,12,8,-1,9,-46,13,0,-4
CCOC(=O)Cc1c(Sc2ccccc2)c2cc(C)ccc2n1C,-5,-5,11,0,-3,-1,-2,25,23,-10,-8
COc1ccc(C(O)c2ncc(-c3cccc(OC)c3)[nH]2)cc1 (stereo unspecified),-12,-13,-9,0,-10,x,11,-17,7,-18,0
Nc1c(N(Cc2ccccc2)C(=O)COc2cccc(Cl)c2)c(=O)[nH]c(=O)n1Cc1ccccc1,6,14,-12,-18,-3,1,-2,10,22,10,-4
CN1C(=O)C2(Nc3ccccc3-c3nc4ccccc4n32)c2ccccc21 (stereo unspecified),-10,5,-11,7,-7,0,1,-10,7,-11,5
COc1ccc(CNC(=O)C2CCN(c3nc(OC)nc(OC)n3)CC2)cc1,-19,-12,-5,-2,-4,8,-9,7,3,7,3
CCCCCCOC(=O)Cc1c(C)nc(-c2ccccc2)[nH]c1=O,-9,-1,-12,11,-4,3,0,8,3,-4,-4
COc1ccc(CCNC(=O)Nc2cc(F)c(F)cc2Cl)cc1OC,7,-20,16,14,-2,-8,-9,5,-7,16,-5
Cc1ccc(NS(=O)(=O)N2CCCCC2)cc1,-10,3,-5,1,4,-2,3,-1,2,7,-9
CSc1ccccc1NC(=S)Nc1cccc(C(F)(F)F)c1,-1,6,-25,-6,-8,-7,-5,6,-9,-15,-4
Cn1c(SCC(=O)NCc2ccc3c(c2)OCO3)nnc1-c1c[nH]c2ccccc12,-25,25,x,x,-9,1,0,14,2,-11,13
CCOC(=O)C1(CCc2ccccc2)CCN(Cc2nccn2CC)CC1,-18,17,-13,-6,-1,-9,0,1,8,-4,-2
CCc1cc(-c2nnc(SCC(=O)NC3CC3)n2C)cs1,-2,-23,-15,3,-3,-7,2,-19,-2,-3,-3
Cc1ccc(N(CC(=O)N/N=C/c2cccs2)S(C)(=O)=O)cc1,5,-7,-2,6,-7,17,u,3,5,-22,1
O=C(O)c1ccccc1SC1CC(=O)N(c2ccc3c(c2)OCO3)C1=O (stereo unspecified),-8,-3,-13,-9,-7,-12,-17,16,-21,-10,11
O=C1CS(=O)(=O)N(Cc2ccccc2F)c2ccc(Br)cc21,-5,11,-2,1,-6,2,4,-4,3,5,14
Cc1ccccc1NC(=O)Nc1nnc(CC(=O)NCc2ccccc2)s1,1,-5,10,15,-14,-4,-3,-23,-1,-12,2
COc1ccc(CCC(=O)NNC(=S)NCc2ccc(F)cc2)cc1,7,24,-4,0,8,-9,-14,9,18,-5,-4
Cc1ccc(-n2c(C)cc(C(=O)OCC(=O)N(C)C3CCS(=O)(=O)C3)c2C)cc1 (stereo unspecified),-85,7,-26,20,4,9,-3,7,0,7,5
Cc1cc(NC2CCCCC2)nc2ccccc12,2,-29,-23,8,-4,2,1,-14,-18,-41,1
Cc1ccc(NC(=O)c2cc(N3C(=O)C=CC3=O)ccc2Cl)cc1C,-6,-40,-43,-16,-6,-13,16,-21,8,-24,4
COc1ccc(OC)c(C(c2nnnn2Cc2ccccc2)N2CCN(C3CCCCC3)CC2)c1 (stereo unspecified),7,-14,-14,6,0,-11,8,-28,-1,-2,1
COCCn1c(-c2ccco2)nc2nc3ccccc3nc21,-7,-11,-11,-4,-8,-4,1,-7,19,-5,5
O=C(CCn1cccc1)Nc1cccc(F)c1,-6,4,-11,-6,-12,5,-5,-1,-2,10,5
O=C(CCc1ccccc1)NC(=S)Nc1ccccc1Br,-1,-50,-1,4,2,-13,0,-6,-12,-32,-6
Cc1ccc(C(=O)OCC(=O)NCc2ccc3c(c2)OCO3)o1,5,13,9,3,-4,0,-33,-18,9,-9,-6
Cc1c(C)c2c(C)[nH]nc2oc1=O,-21,1,11,-2,0,0,-5,-11,-7,-2,-3
Cc1cccc(OCCn2c(NC(=O)c3ccco3)nc3ccccc32)c1,-7,5,4,26,2,-5,50,-3,47,-24,-8
O=C(Nc1cccc(O)c1)c1ccc(Br)c(S(=O)(=O)N2CCCCC2)c1,-30,-64,-13,3,0,5,0,-21,-18,34,-3
COc1ccc2c(c1)CC/C2=N\OC(=O)c1cccc(C)c1,-95,-78,-54,-42,-5,3,-9,-111,-32,-30,-1
COc1cc(C)c(C)cc1S(=O)(=O)NC1CC(C)(C)NC(C)(C)C1,-46,15,-32,5,3,-3,28,-7,-9,-7,2
COCCn1nnnc1CN(Cc1ccco1)Cc1cc2cc3c(cc2[nH]c1=O)OCO3,-24,11,1,17,18,9,-4,1,2,8,22*
C[C@H](NC(=O)C1CC(=O)N(c2ccc3c(c2)OCCO3)C1)C(=O)NC1CCCC1 (stereo partly specified),-5,-7,17,-4,-9,-2,1,-5,7,-4,4
O=C(NNC(=O)c1ccccc1F)c1cccc(S(=O)(=O)N2CCc3ccccc32)c1,9,3,22,25,-5,3,4,21,11,24,-3
COc1cc(/C=N\Nc2nc(-c3ccc(C)cc3)c(NC(C)=O)s2)ccc1O,-23,-18,-20,-56,-3,5,11,5,20,-17,0
CC(C)(C)C(=O)CSc1ncnc2c1cnn2-c1ccccc1,-53,-46,-51,-7,-13,x,18,-31,3,-5,-6
CO/N=C(\N)c1nonc1N,-14,18,-34,16,-7,2,-7,5,18,6,-6
Cc1cccc(NC(=O)CNC(=O)CCNC(=O)c2ccc(C(C)(C)C)cc2)c1C,-22,3,9,4,-9,-6,20,-9,-25,-12,0
O=C1NC2(CCCCCC2)C(=O)N1Cc1ccccc1Br,-14,4,13,2,2,-15,3,-2,22,-7,9
Cc1cc(/C=N/NC(=O)C(=O)NCc2ccccn2)c(C)n1-c1cccc(Br)c1,-5,0,-6,12,-14,3,2,9,-34,-37,8
CC[C@H](C)Cc1cn([C@@H](CCCCN)C(=O)NCCCCCCCCCCC(=O)N2CCNCC2)nn1,4,-3,7,-4,-3,-7,0,-5,-1,-8,5
COc1ccccc1NC(=S)Nc1ccc2cn[nH]c2c1,-11,7,-4,-25,-8,-10,-2,-1,10,-34,-6
Cc1cc(C)n2nc(SCC(=O)NC3CCCCC3)nc2n1,-36,15,-39,-12,-5,-2,2,-8,34,14,-6
COc1ccc(C(=O)NC(=S)N(C)C2CCCCC2)cc1,-12,-39,-46,-14,-2,-7,-3,-19,-9,-4,1
C=C(C)c1cccc(C(C)(C)NC(=O)N2CCN(c3ccccn3)CC2)c1,0,-13,11,8,-1,2,-2,9,26,-2,5
O=C1[C@@H]2Cc3c([nH]c4ccccc34)C(c3ccc(Cl)cc3)N2C(=O)CN1CCO (stereo partly specified),-25,2,3,2,14,-5,-3,-16,25,12,1
CS(=O)(=O)N1CCCC(C(=O)NCc2ccc(F)cc2)C1 (stereo unspecified),6,5,-1,2,-1,10,7,8,-5,9,5
CCc1nc(N)nc(N)c1-c1ccc(Cl)c([N+](=O)[O-])c1,58,38,35,11,4,7,-6,41,2,10,1
CC(=O)c1cccc(NC(=O)c2nc(-c3ccccc3)oc2C)c1,-9,-4,3,1,-3,-5,0,10,16,9,-5

(next part)
mol,SRC1 inh,LRH-1 inv ag,NCOA2 inhibitor,COUP-TFII inh,NOD2-RIPK2 inh,TLR9-MyD88 inh,Exocytosis inh,NCOA3 inh,TWEAK-Fn14 inh,TROY NFkB inh,ABHD5 PLIN5 PPI
COc1ccc(N2C(=O)C(CN3CCCCC3)C2c2ccccc2)cc1 (stereo unspecified),-30,8,-23,4,0,3,-1,18,-18,-2,4
Cc1ccc(S(=O)(=O)NCCC(=O)N2CCN(c3cccc(Cl)c3)CC2)cc1C,9,10,-41,-26,1,3,-15,-5,19,26,7
Cc1ccc(-c2nnn(CC(=O)N(c3ccccc3)C(C(=O)NCC3CCCO3)c3ccc(Cl)cc3)n2)cc1 (stereo unspecified),4,-4,-4,13,-8,-7,4,-5,26,3,3
NC(=O)COC(=O)c1ccc(NS(=O)(=O)c2ccc3c(c2)OCCO3)cc1,-2,5,19,27,-10,5,4,15,13,-5,2
Cc1ccc(S(=O)(=O)N2CCN(c3c([N+](=O)[O-])cc(C(F)(F)F)cc3[N+](=O)[O-])CC2)cc1,16,16,13,-5,-1,9,-3,18,-5,6,4
CN(CCC#N)C(=O)CC(Cc1ccccc1)C1CCOC(C)(C)C1 (stereo unspecified),7,1,2,15,-7,0,0,-16,11,3,-5
Cc1ccc(S(=O)(=O)N(C)Cc2ccc(C(=O)NN=C3C4CC5CC(C4)CC3C5)cc2)cc1,-2,24,6,11,-2,-11,-2,6,18,18,-1

These rows are one share of the data, so the mix of outcomes need not match the whole.
